Source: PubChem BioAssay
HT1080-NT tox = kills 2HG-producing HT-1080-NT fibrosarcoma cells; HT-1080-NT fibrosarcoma viability, CellTiter-Glo ATP luminescence, 48 h; Potency, µM (highest dose often 46.1 µM), for inactives: at the top dose activity, negative = less viability, usual class: cytotoxic; actives 1.6% (n = 360,000); AID 686970;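 note: NT is the 2HG producing partner of a matched IDH1 knockdown line; potency is the fitted concentration of half-maximal effect; 0% = DMSO-treated cells and -100% = media-only wells without cells; nearly all actives have a fitted effect of over 55% in size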
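Read-out is CellTiter-Glo luminescence after 10 minutes at room temperature, following 48 hours' compound treatment of HT-1080-NT cells (750 cells/well, RPMI, 5% FBS, 37 degrees C).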
D3 antag = blocks the human D3 dopamine receptor. P35462. D3R cells, DiscoveRx beta-arrestin luminescence, antagonist mode; active compounds read low. max response, negative = inhibition, %. actives 2.5% (n = 360,000). AID 652054; in the data active = max response below about -50%; inconclusive = no clear call, values can overlap the other calls; note: % is set by controls: 0 for no effect and ±100 for the full control effect; mostly tested at two doses, the higher about 12 µM
Target sequence (P35462 whole entry, looked up): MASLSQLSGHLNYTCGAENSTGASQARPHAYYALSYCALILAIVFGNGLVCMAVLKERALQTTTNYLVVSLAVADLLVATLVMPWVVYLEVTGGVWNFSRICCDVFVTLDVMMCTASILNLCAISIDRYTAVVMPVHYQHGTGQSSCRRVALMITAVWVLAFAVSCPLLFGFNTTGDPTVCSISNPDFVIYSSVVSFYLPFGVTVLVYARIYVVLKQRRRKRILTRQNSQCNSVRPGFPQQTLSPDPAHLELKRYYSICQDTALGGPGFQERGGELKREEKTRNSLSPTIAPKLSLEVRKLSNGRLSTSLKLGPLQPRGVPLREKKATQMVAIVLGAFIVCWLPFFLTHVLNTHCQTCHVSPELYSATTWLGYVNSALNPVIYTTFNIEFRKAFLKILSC
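Cells plated overnight at 1500 cells/well, then exposed to library compounds with dopamine controls for 90 minutes at 37 degrees C. DiscoveRx reagent added for 30–60 minutes at room temperature; luminescence read, quantitative HTS format.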
HT1080 IDH1KD tx = HT-1080 IDH1 knockdown cell toxicity (counter line); HT-1080 IDH1 knockdown viability, ATP luminescence, 48 h; actives 2% (n = 360,000); Potency, µM (series often up to 46.1 µM), for the others: at the highest dose activity, negative = toxicity, usual class: cytotoxic;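 note: potency is the fitted concentration of half-maximal effect; 0% = DMSO wells and -100% = cell-free medium wells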
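After a 2 h attachment period, IDH1KD HT-1080 cells took pin-transferred compound for 48 h at 37 °C; ATP-based luminescence after 10 min room-temperature reagent incubation reported viability.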
SW480 rereplic = induces DNA re-replication in SW480 colon adenocarcinoma cells; SW480 DNA re-replication, Hoechst DNA content imaging, 48 h; Potency, µM (doses to about 46.1 µM), for the others: top-dose re-replication activation, most hits filed as activators; actives 1.8% (n = 340,000); AID 624297; note: potency is the fitted concentration of half-maximal effect; % of control where 0% means no effect; nearly all actives have a fitted effect of over 55% in size
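Image-based DNA-content assay: after two days of treatment, nuclei were labelled with the DNA dye Hoechst and imaged, and hits were compounds raising the count of nuclei showing high fluorescence intensity.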
GLP-1R agonist = activates the human GLP-1 receptor; HEK293 GLP-1R CRE-luciferase, luminescence, 4-6 h; cells express a hypersensitive GLP-1R form; Potency, µM (highest dose often 45.6 µM), inactives show top-dose activation, most hits filed as activators; actives 0.007% (n = 380,000); note: potency is the fitted concentration of half-maximal effect; % of control where 0% means no effect
Target sequence (P43220 whole entry, looked up): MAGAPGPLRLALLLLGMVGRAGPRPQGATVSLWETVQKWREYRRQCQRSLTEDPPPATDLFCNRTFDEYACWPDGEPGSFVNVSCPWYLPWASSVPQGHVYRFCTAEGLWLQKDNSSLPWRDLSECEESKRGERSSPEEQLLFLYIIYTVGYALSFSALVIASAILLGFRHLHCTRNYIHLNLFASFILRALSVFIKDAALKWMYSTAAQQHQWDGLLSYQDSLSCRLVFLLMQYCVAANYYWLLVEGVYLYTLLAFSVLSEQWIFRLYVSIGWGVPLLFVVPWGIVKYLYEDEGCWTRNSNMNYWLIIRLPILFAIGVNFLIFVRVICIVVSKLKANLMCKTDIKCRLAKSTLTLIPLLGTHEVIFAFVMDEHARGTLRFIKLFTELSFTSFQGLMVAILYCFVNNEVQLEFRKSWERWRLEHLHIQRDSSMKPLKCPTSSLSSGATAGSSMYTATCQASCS
KB-3-1 cytotox = kills parental KB-3-1 adenocarcinoma cells; actives 1.4% (n = 400,000); Potency, µM (top dose mostly 46.1 µM), without a hit: top-dose activity change, negative = cytotoxic, actives largely listed as cytotoxic; KB-3-1 viability, CellTiter-Glo ATP luminescence, 72 h; AID 1347075; note: potency is the fitted concentration of half-maximal effect; % is set by controls: 0 for no effect and ±100 for the full control effect; nearly all actives have a fitted effect of over 60% in size
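Parental KB-3-1 viability, qHTS format: 72 h compound exposure, 37 °C; CellTiter-Glo; media-only wells and DMSO plates as controls; concentration-effect fits on corrected data.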
KB-V1 cytotox = KB-V1 MDR subline cytotoxicity; actives 3.4% (n = 400,000); KB-V1 MDR cells viability, CellTiter-Glo, 72 h; Potency, µM (highest dose often 46.1 µM), inactives show at the highest dose activity change, negative = cytotoxicity, usual class: cytotoxic; note: potency is the fitted concentration of half-maximal effect; % is set by controls: 0 for no effect and ±100 for the full control effect; nearly all actives have a fitted effect of over 60% in size
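In this primary screen, KB-V1 cells overexpressing P-gp are incubated with library compounds (lowest to highest concentration) for 72 h at 37 degrees C before a luminescent ATP viability read.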
IL-1B inflam inh = inflammasome signaling inhibition, IL-1 beta readout; activity change, % at 57.5 µM; THP-1 LPS/ATP IL-1B secretion, AlphaLISA, 16 h; active compounds read low; AID 743279; actives 4.7% (n = 360,000); in the data active = activity change below about -50%; inconclusive = mostly about -30% to -49%; note: % is set by controls: 0 for no effect and ±100 for the full control effect
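Secreted IL-1B measured by AlphaLISA bead assay after 16 h compound exposure of THP-1 cells; compounds (final up to 57.5 uM) added 1 h before LPS (250 ng/mL) and ATP (1.25 mM) stimulation; lower signal means less secretion.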
DRD3 agonist = D3 dopamine receptor (human) agonism | P35462 | D3R DiscoveRx beta-arrestin cells, luminescence, 90 min | max activation, % | actives 0.58% (n = 410,000); in the data active = max activation above about 30%; note: 0% is about no effect; mostly tested at two doses, the higher about 12 µM
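Cells at 1500/well, incubated overnight, then treated with pinned compounds (dopamine as control) for 90 min at 37 degrees C. DiscoveRx reagent added for 30 - 60 minutes at room temperature; luminescence read.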
Starred values were filed as active, the others as inactive; u = inconclusive; x = no result given; [ ] = another dose, or the depositor's remark. Unless noted, calls come from the whole dose curve; as a rule, active = well fitted curve in the direction sought with a large enough effect; inconclusive = small, poorly fitted or top-dose-only effect, or another doubt; inactive = no such curve, though single readings can be large; an effect the other way counts as inactive or inconclusive.

SMILES	HT1080-NT tox	D3 antag	HT1080 IDH1KD tx	SW480 rereplic	GLP-1R agonist	KB-3-1 cytotox	KB-V1 cytotox	IL-1B inflam inh	DRD3 agonist
COC(=O)C1=C(C(=O)OC)C(C(=O)OC)N2C=CC=CC2=C1C(=O)OC (stereo not given)	27%	-13	13%	x	-2%	-1%	-4%	22	-3
COc1ccc2cc(CN(CC3CCCO3)S(=O)(=O)c3ccccc3)c(=O)[nH]c2c1 (stereo not given)	-7%	12	-6%	3%	8%	2%	21µM*	-5	3
CC(C)(C)C1CCC(OC(=O)c2cncc(Br)c2)CC1 (stereo not given)	16%	11	4%	-15%	-2%	13%	11%	44	-7
O=P(c1ccccc1)(c1ccccc1)c1cc(Br)cc(Br)c1OCCO	-13%	-15	-7%	22%	13%	-18%	u	-56*	8
CCCCCCSc1nnc(-c2cnn(-c3ccccc3)c2-n2cccc2)n1C	18µM*	u	u	0%	-3%	-8%	0%	-16	6
CC1(C)CC(=O)C(C(N)=NC(=O)c2ccccc2)=C(O)C1	19%	9	12%	-1%	9%	-22%	3%	-21	16
CN(C)S(=O)(=O)c1ccc(C(=O)Nc2ccccc2SCCC#N)cc1	-2%	19	9%	-13%	0%	-1%	-21%	0	0
Cc1nn(C)cc1CNC(=O)C1CCC(=O)N(Cc2cccc(C(F)(F)F)c2)C1 (stereo not given)	2%	6	2%	-4%	1%	0%	-1%	14	-1
CC(C)(C)NC(=O)CN(C(=O)CS(=O)CC(=O)Nc1ccc(F)cc1)c1ccc2c(c1)OCCO2 (stereo not given)	13%	19	11%	0%	11%	1%	u	-8	1
Cc1nc2sc(C(c3cccs3)N3CCC4(CC3)OCCO4)c(O)n2n1 (stereo not given)	5%	-11	14%	-7%	9%	1%	2%	12	0
Cc1ccc(S(=O)(=O)N2C[C@@H]3[C@H]4CC[C@H](C4)[C@@H]3[C@@H](C)[C@@H]2c2cccn2Cc2ccccc2)cc1	-4%	u	-8%	u	-2%	0%	-1%	-9	-8
COc1ccc(C2C(C(=O)c3ccco3)=C(O)C(=O)N2CCN2CCOCC2)cc1 (stereo not given)	24%	3	9%	10%	-3%	0%	18%	-21	-13
CC(=O)c1cc(-c2ccccc2)n(CCC(=O)NC2CCCCCCC2)c1C	u	-21	-27%	u	0%	0%	0%	-24	-5
O=C1c2ccccc2NC(c2ccccc2)N1/N=C/c1ccccc1 (stereo not given)	-1%	2	-2%	-4%	-10%	-10%	-16%	-9	1
CCc1noc(C)c1C(=O)NCCc1ccc(OC)c(OC)c1	-2%	8	-1%	-6%	-9%	-2%	u	10	3
O=C1Nc2ccccc2C1(O)Cc1ccccn1 (stereo not given)	8%	12	-11%	-8%	-1%	29%	22%	0	13
C=CCn1c(N)cc(=O)nc1SC(C)C(=O)Nc1ccc(C(=O)OCC)cc1 (stereo not given)	1%	5	-2%	1%	-1%	0%	-2%	-5	-3
CC(C)(C)S(=O)N1Cc2cc(=O)n(Cc3ccccc3)cc2[C@@H]1CCO (stereo not given in full)	2%	-5	1%	-1%	-1%	0%	0%	-10	14
CN(C)c1ccc(C(=C2C=CC(=[N+](C)C)C=C2)c2c(O)c(S(=O)(=O)[O-])cc3cc(S(=O)(=O)O)ccc23)cc1	x	x	x	-1%	-4%	u	-19%	x	-5
Cc1ccc(-c2noc(-c3cc4ccccc4oc3=O)n2)cc1	16%	2	16%	-11%	3%	24%	6%	3	7
COc1ccc(C(=O)NC(=O)CSc2nnc(-c3ccco3)n2-c2ccccc2)cc1	-1%	-4	u	29%	0%	28%	1%	-11	-13
O=C(Nc1ccc([N+](=O)[O-])cc1)NN1CCCCCC1	-1%	-20	1%	-1%	0%	u	u	-99*	-9
CN(C)C1CN(Cc2cn(Cc3cccc(C(F)(F)F)c3)nn2)S(=O)(=O)C1 (stereo not given)	18%	13	3%	x	0%	11%	-10%	9	-5
COc1ccc(NC(=S)N2CCN(CCN=CC3=C(O)CC(c4ccccc4)CC3=O)CC2)cc1 (stereo not given)	1%	-6	-5%	-6%	0%	-3%	-10%	23	-7

Gathered by group, those above containing a furan ring, fused or not (2)
SMILES	HT1080-NT tox	D3 antag	HT1080 IDH1KD tx	SW480 rereplic	GLP-1R agonist	KB-3-1 cytotox	KB-V1 cytotox	IL-1B inflam inh	DRD3 agonist
COc1ccc(C2C(C(=O)c3ccco3)=C(O)C(=O)N2CCN2CCOCC2)cc1 (stereo not given)	24%	3	9%	10%	-3%	0%	18%	-21	-13
COc1ccc(C(=O)NC(=O)CSc2nnc(-c3ccco3)n2-c2ccccc2)cc1	-1%	-4	u	29%	0%	28%	1%	-11	-13

The list continues.
SMILES	HT1080-NT tox	D3 antag	HT1080 IDH1KD tx	SW480 rereplic	GLP-1R agonist	KB-3-1 cytotox	KB-V1 cytotox	IL-1B inflam inh	DRD3 agonist
COc1cc(/C=C2/SC(=NCc3ccccc3)N(Cc3ccccc3)C2=O)ccc1O	u	-14	u	5%	-16%	-7%	u	-3	-8
O=C(N/N=C/C(Cl)=C/c1ccccc1)c1ccc2c(c1)OCO2	u	0	u	u	-2%	u	u	-16	-3
O=c1cc(N2CCc3ccccc32)[nH]c(=O)n1-c1ccccc1Cl	4%	-11	9%	-7%	1%	2%	0%	23	2
O=C(COC(=O)c1cccc(Br)c1)NC(=O)NC1CCCC1	u	-5	u	-43%[inhibitor]	4%	-12%	0%	-14	-13
O=C(O)CCC(=O)NCC(=O)c1ccc(F)cc1	7%	-13	16%	-7%	-1%	-2%	7%	12	-4
Clc1ccc(CNc2cnccn2)cc1Cl	-10%	6	-19%	-1%	14%	-3%	u	-24	9
Nc1ccc2c(c1)-c1ccccc1S(=O)(=O)N2	-12%	-20	-1%	u	-8%	-2%	0%	5	0
Cc1ccc(CN2C(=O)C3(SCC(=O)N3c3ccc(C)c(C)c3)c3ccccc32)cc1 (stereo not given)	x	x	x	x	4%	21µM*	18µM*	x	-10
COc1ccc(-c2c(NC(C)=O)n(C)c3ccccc3c2=O)cc1	-8%	-17	1%	2%	-9%	-4%	0%	-21	-2
NS(=O)(=O)c1cccc(NC(=O)COC(=O)Cc2n[nH]c(=O)c3ccccc23)c1	5%	3	6%	-8%	-7%	6%	-24%	49	0
COC(=O)C(C)NC(=O)C12CC3CC(C1)CC(c1ccc(C)cc1)(C3)C2 (stereo not given)	-1%	-19	6%	-23%	-1%	21%	28%	19	-4
CCN(CC)CCn1c(SCC(=O)NCCC2=CCCCC2)nc2c(sc3ccccc32)c1=O	-4%	6	-13%	-5%	1%	-10%	-5%	-60*	-2
COc1ccc(NC(=O)C(Sc2nnc3ccccn23)c2ccccc2)cc1Cl (stereo not given)	-6%	-14	-18%	5%	10%	4%	-41%	0	-9
CCc1ccc(N(CC)C(=O)c2cc3c(=O)oc4ccc(C)cc4c3s2)cc1	x	x	x	x	-1%	12%	u	x	6
c1ccc(Cc2nn[nH]n2)cc1	8%	5	7%	0%	-13%	8%	23%	0	4
CN(CC(=O)Nc1cccc(Cl)c1)S(=O)(=O)c1ccc2[nH]c(=O)oc2c1	-3%	5	-12%	17%	-1%	10%	u	52	15
O=C(CSc1nccn1-c1ccccc1)NCc1ccc(F)cc1	25%	19	5%	5%	0%	-4%	u	6	2
Cc1scc(C(=O)N/N=C/c2ccc(OC(C)C)cc2)c1C	-9%	31	-29%	6%	4%	-1%	-25%	-70*	-8
C=C(C)CSc1nc2ccccc2[nH]1	9%	1	18%	u	-1%	-1%	-25%	5	5
CC1(Oc2ccc(F)cc2)CCN(Cc2ccccc2OC(F)F)C1 (stereo not given)	14%	-12	-3%	x	-7%	0%	6%	0	-2
CCOc1cc(N2CCOCC2)c(OCC)cc1NC(=O)c1ccc(S(=O)(=O)N(C)C)cc1	-12%	0	11%	-18%	3%	0%	-23%	-14	5
Cc1cccc(C)c1NC(=O)CN(C)C(=O)CSC(=S)N1CCCC1	10%	16	5%	2%	1%	8%	-3%	16	9
CCOc1cc(C=O)ccc1OCCCN1C(=O)NC(C)(C)C1=O	14%	9	18%	-5%	-6%	5%	-1%	-6	-8
CCCN(CC(=O)Nc1ccccc1OC)C(=O)CCC(=O)c1ccc(Cl)s1	0%	-6	6%	9%	14%	10%	-4%	-8	-9
Cc1ccc(/C=C/c2nc3ccccc3[nH]2)o1	u	-3	u	u	0%	2%	u	-73*	-2
O=C(NCCCl)Nc1cccnc1Cl	3%	2	6%	3%	1%	9%	0%	29	0
COc1ccc(CNC(=O)CCCCCNC(=O)N2CCn3c2nc2ccccc23)cc1	-1%	-1	7%	2%	18%	4%	21%	-18	-2
CCN1CCN(CC(=O)N2N=C(c3cccs3)CC2c2ccc(OC)cc2)C(=O)C1=O (stereo not given)	-9%	6	-9%	0%	-9%	-15%	2%	-13	7
Cc1ccc2c(c1)NC(=O)C(CC(=O)Nc1ccc(Br)c(C)c1)O2 (stereo not given)	16%	-21	0%	-4%	-6%	3%	0%	-1	-1
O=C(CCCn1c(=S)[nH]c2cc3c(cc2c1=O)OCO3)NCCc1ccccc1Cl	5%	u	4%	7%	-3%	1%	1%	0	-16
O=S(=O)(N1CCCCCC1)N1CCNCC1	8%	-11	4%	28%	-11%	-1%	19%	11	0
Cc1cccc(C)c1NC(=O)CNC(=O)C(Cc1ccccc1)NC(=O)c1ccccc1 (stereo not given)	-30%	-18	-27%	15%	-4%	14%	-11%	-21	-1
CCCNC(=O)CSc1nc(COc2ccccc2)nc2ccccc12	1%	-1	12%	-4%	u	-4%	-10%	-67*	15
COc1ccccc1C(=O)COC(=O)c1ccc(Cl)nc1	9%	-1	8%	-7%	9%	8%	u	1	-6
CNc1cnc(-c2ccc(F)c(F)c2F)cn1	11%	-4	-4%	x	-6%	0%	0%	13	-9
